Abeta rescue: A-beta toxicity reversal in yeast. yeast expressing A-beta42, growth rescue, OD600, 48 h; response scale: 0% DMSO, 100% iron-clioquinol control. Potency, µM (series often up to 46.1 µM), inactives show at the top dose growth rescue, actives largely listed as activators. 0.063% of 410,000 active. AID 1347071; further: potency means the concentration at half of the fitted maximal effect; nearly all actives have a fitted effect of over 55% in size
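Growth rescue measured by 600 nm absorbance after 48 h yeast culture at 30 C with compound. Values normalized between DMSO and an equimolar ferric chloride plus clioquinol control.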
EPAC1 agonist: activates human EPAC1 exchange factor. O95398. EPAC1 agonist qHTS, biochemical assay; response scale: 100% = response to 6.5 mM cAMP. Potency, µM (top dose mostly 154 µM), for inactives: top-dose activation, actives largely listed as activators. 0.073% of 360,000 active. AID 720707; further: potency means the concentration at half of the fitted maximal effect; nearly all actives have a fitted effect of over 60% in size
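Compounds were pinned as a concentration titration into mixtures of EPAC1 (100 nM), BODIPY-GDP-loaded Rap1B (250 nM) and GDP (50 uM). After 5 min at room temperature, fluorescence was followed for 30 min; activity was scaled to 6.5 mM cAMP.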
IL-2 act: activates IL-2 in a cell-based reporter assay; IL-2 activation reporter assay, cell-based qHTS; stimulated with anti-CD3/CD4/CD28 beads; in transgenic mouse T cells; activation, % (series mostly up to about 46 µM); 0.065% of 360,000 active; in the data active means activation above about 50%; inconclusive means mostly about 30% to 49%; further: 0% is about no effect
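Quantitative HTS in unstimulated transgenic mouse T cells, with memory T cells as non-tolerant control and PMA/ionomycin as tolerance-bypass control. Compound pretreatment lasted 60 minutes before 18 h bead stimulation; EGFP/DsRed fluorescence read.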
PI5P4Ka inh: inhibitors of human PI5P4K alpha | P48426 | PI5P4Kalpha enzyme, ADP-Glo luminescence, 60 min; active compounds read low | max response, % | 1.2% of 330,000 active; active means max response of -50% or lower; inconclusive means between -30% and -50%; inactive means -30% or higher; further: value at the top dose of about 77 µM; on the % scale 0 is the no-effect control and ±100 the full control effect
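Enzyme plus substrate dispensed, test compounds pinned in, then ATP (5 microM final) added. After 60 min at RT, ADP-Glo reagent 1 for 45 min and reagent 2 for 30 min preceded luminescence imaging.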
FUS yeast rescue: FUS proteinopathy suppression in yeast | 0.24% of 390,000 active | S. cerevisiae FUS-expressing, growth rescue, OD600, 24 h | Potency, µM (top dose mostly 76.6 µM), for inactives: top-dose growth rescue (activation), hits mostly activators;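 further: potency means the concentration at half of the fitted maximal effect; plate controls were DMSO vehicle for no effect and reference control for full effect; nearly all actives have a fitted effect of over 55% in size; some results filed as inactive show a strong effect at the top dose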
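S. cerevisiae expressing FUS from galactose induction served as the toxicity model. Growth after 24hr at 30C, read as absorbance at 600 nm, indicates suppression of toxicity; compounds dosed at several concentrations.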
EPAC1 antag: blocks human EPAC1 exchange factor | O95398 | EPAC1 GEF assay, Rap1b-BODIPY-GDP exchange fluorescence | Potency, µM (highest dose often 115 µM), for inactives: top-dose activity change, negative = inhibition, hits mostly inhibitors | 0.14% of 360,000 active;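 further: potency means the concentration at half of the fitted maximal effect; plate controls were vehicle for no effect and positive control for full effect; nearly all actives have a fitted effect of over 50% in size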
PLK1 PBD inh: inhibitors of human PLK1 polo-box domain binding | 2.8% of 360,000 active | AID 720504 | Potency, µM, without a hit: max response, negative = inhibition, hits mostly inhibitors | Plk1 PBD binding of FITC phosphopeptide, fluorescence polarization; further: potency means the concentration at half of the fitted maximal effect; series mostly up to about 57 µM; on the % scale 0 is the no-effect control and ±100 the full control effect; nearly all actives have a fitted effect of over 65% in size
WRN helicase inh: WRN helicase (human) inhibition. WRN helicase unwinding, fluorescent forked duplex, kinetic. Potency, µM (series often up to 114 µM), without a hit: at the top dose activity change, negative = inhibition, actives largely listed as inhibitors. 0.46% of 360,000 active. AID 651768; further: potency means the concentration at half of the fitted maximal effect; on the % scale 0 is the no-effect control and ±100 the full control effect; nearly all actives have a fitted effect of over 55% in size
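Kinetic fluorescence helicase assay: unwinding of a quenched forked DNA duplex (100 nM final) with 2 mM ATP final raises red fluorescence (525/598 nm). Compounds sat 15 min at room temperature with 20 nM WRN beforehand.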
aSyn yeast inh: alpha-synuclein toxicity inhibition in yeast; Yeast expressing alpha-synuclein, growth rescue, BacTiter-Glo, 24 h; Potency, µM (top dose mostly 46.1 µM), for the others: at the top dose growth rescue (activation), usual class: activators; 0.14% of 370,000 active; AID 652106; further: potency means the concentration at half of the fitted maximal effect; % of control where 0% means no effect; nearly all actives have a fitted effect of over 65% in size
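Readout is rescue of growth in alpha-synuclein-expressing yeast, so inhibitors of toxicity appear as activators. Growth after 24 hr at 30 deg C in galactose medium is quantified by luminescence.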
Starred values were filed as active, the others as inactive; ? = inconclusive; . = not tested or not shown; [ ] = remark or other dose. Unless noted, the call rests on the fitted dose curve; in most records, active means well fitted curve in the direction sought with a large enough effect; inconclusive means small, poorly fitted or top-dose-only effect, or another doubt; inactive means no such curve, though single readings can be large; an effect the other way counts as inactive or inconclusive. A portion of the library; count on the stated rates, not on these rows.

SMILES	Abeta rescue	EPAC1 agonist	IL-2 act	PI5P4Ka inh	FUS yeast rescue	EPAC1 antag	PLK1 PBD inh	WRN helicase inh	aSyn yeast inh
CN(C)P(=O)(CCl)Nc1ccccc1 (configuration not stated)	12%	1%	3.3	9	26%	14%	1%	7%	-2%
COc1ccc(-n2c(/C=C/c3ccc(O)cc3)nc3ccccc3c2=O)cc1	6%	0%	0.7	0	-13%	5%	11%	-3%	2%
COC(=O)[C@@H]1N=C(c2ccc(OC)cc2)O[C@]12C(=O)N(C)c1cccc(Cl)c12	4%	-3%	0.6	0	1%	-4%	-4%	4%	0%
O=c1[nH]c2ccccc2n1C1CCN(C(c2cc3ccccc3o2)c2nnnn2-c2ccc3c(c2)OCCO3)CC1 (configuration not stated)	-6%	20%	-0.4	-1	?	7%	-5%	-6%	-1%
CC1=CC(=O)NP(=O)(Oc2ccc3ccccc3c2)N1 (configuration not stated)	-35%[inhibitor]	0%	0.5	-15	3%	2%	6.7µM*	-1%	-39%[inhibitor]
CN(Cc1cccc(-c2ccncc2)c1)C(=O)Oc1ccc([N+](=O)[O-])cc1	-7%	13%	-1.2	-5	6%	-21%	-2%	-8%	-2%
Cn1cc(C(=O)N2CCC3(CC2)OCCO3)c2c3ccccc3n(C)c2c1=O	-8%	-4%	-5.1	.	9%	11%	-3%	1%	-10%
Cc1ccccc1-c1ccc2n1Cc1cnnn1-c1ccccc1-2	-17%	2%	-0.6	6	39%	-2%	-8%	-12%	5%
C=CCn1c(O)c(C(C)=Nc2ccc(C(=O)O)cc2)c(=O)[nH]c1=O	7%	12%	-3.5	-30	9%	5%	-1%	-6%	6%
Cc1nn(C)c(C)c1P(=S)(c1c(C)nn(C)c1C)N(C)C	-10%	2%	2.1	.	0%	-2%	?	1%	-6%
CC(=Nc1ccc2c(c1)CCC2)c1c(O)n(C)c(=O)n(C)c1=O	5%	2%	-0.2	0	-2%	-4%	-2%	2%	4%
CC(CCc1ccccc1)NCCC#N (configuration not stated)	-4%	7%	0.1	-1	0%	-13%	-9%	-2%	2%
C=CCn1c(O)c(C(CC)=Nc2cccc(C(F)(F)F)c2)c(=O)[nH]c1=O	13%	-4%	0.9	?	-1%	-23%	6%	-5%	7%
Cc1noc(C)c1C(=O)N1CCC2(CC1)OCCO2	12%	7%	-1.4	.	23%	9%	-3%	5%	6%
O=C1NCN(c2ccccc2)C12CCN(C(c1ccccc1OC(F)(F)F)c1nnnn1-c1ccc3c(c1)OCCO3)CC2 (configuration not stated)	8%	4%	-0.7	2	?	-4%	-3%	-10%	-1%
CCOC(=O)c1c(C)n(Cc2ccco2)c2ccc(O)cc12	4%	3%	3.4	?	40%	-12%	-5%	-18%	0%
CCOc1ccc2c(c1)c(C(C)=O)c(C)n2Cc1ccco1	8%	5%	-1.1	0	14%	-8%	-5%	-5%	-8%
O=C(C1CCC(=O)N1C1CCCCC1)N1CCC2(CC1)OCCO2 (configuration not stated)	-5%	-1%	0.5	.	28%	13%	0%	6%	-2%
CSc1ccc(CN2CCN(C(=O)Cc3ccccc3)CC2)cc1	-6%	0%	-0.2	-9	6%	-30%	-13%	7%	-17%
O=C(CF)NC(Nc1cccc2cccnc12)C(Cl)(Cl)Cl (configuration not stated)	5%	5%	-0.3	-7	1%	4%	1%	0%	1%
CC(CN1CCOCC1)OC(=O)Cc1ccccc1 (configuration not stated)	-11%	7%	4.6	0	-8%	-3%	-5%	-2%	-2%
COc1ccc(-c2cc(=NCCC(=O)O)c3cc(C)ccc3o2)cc1	-7%	3%	-1.7	-1	11%	2%	-23%	-1%	-2%
CCn1cc(/C=c2/sc3n(c2=O)C2c4ccccc4OC(C)(N=3)C2C(=O)OC)c(C)n1 (configuration not stated)	13%	-7%	-1.4	-1	8%	-13%	-7%	-6%	4%
CN(C[C@H](Cc1ccccc1)N(C[C@H](Cc1ccccc1)N(CCC(C)(C)C)N=O)N=O)N=O	15%	-18%	-4.8	4	?	?	-20%	-8%[11.6 µM]	15%
COc1ccc(CC2c3cc(OC)c(OC)cc3CCN2C)cc1OC (configuration not stated)	-1%	-1%	0.2	-1	-17%	-5%	-6%	7%	-6%
O=c1[nH]c(=O)n(-c2cccc(F)c2)c(O)c1/C=C1\C=Nc2ccccc21	-3%	0%	-0.4	-26	13%	6%	?	-18%	0%
CCn1ccnc1CN1CCCC(C(=O)c2cc(Cl)ccc2OC)C1 (configuration not stated)	-13%	-7%	1.8	9	3%	-6%	-17%	-12%	2%
COC(=O)C1=Nc2ccccc2/C1=C\c1c(O)n(-c2cc(OC)ccc2OC)c(=O)[nH]c1=O	-16%	9%	-0.7	-66*	.	-6%	3.4µM*	50µM*	1%
Cc1ccc2c(c1)C1CN(C)CCC1N2C(=S)Nc1cccnc1 (configuration not stated)	-5%	7%	2.1	-3	-2%	10%	-4%	1%	0%
CC(=O)C1C2c3ccccc3OC1(C)N=c1s/c(=C/c3cn(C)nc3C)c(=O)n12 (configuration not stated)	-3%	-6%	1.7	5	19%	14%	-2%	4%	-1%
O=Cc1cn(Cc2ccc(F)cc2)c2ccccc12	8%	-10%	-2.9	-7	12%	-22%	-3%	-1%	13%
O=C1OC(c2ccc(Cl)cc2)=N/C1=C\N1CC2CC(C1)c1cccc(=O)n1C2 (configuration not stated)	8%	5%	-0.2	7	16%	-1%	1%	-2%	5%
O=c1[nH]c(=O)n(Cc2ccc(F)cc2)c(O)c1/C=N/Nc1ccccc1	4%	0%	0.4	?	22%	0%	-13%	-7%	3%
CC(=O)c1ccc2c(c1)C1C(Cl)C(Sc3ccccc3[N+](=O)[O-])CC1C(C(=O)O)N2 (configuration not stated)	-18%	-6%	0.7	-28	.	-4%	27µM*	-30%	-10%
O=C1NCCOC(=O)[C@H](Cc2ccc(F)cc2)CC/C=C/C[C@@H]1CC(=O)N(CCO)Cc1ccccc1	-14%	-7%	1.9	-2	?	2%	-8%	-4%	4%
c1ccc(CN2Cc3ccccc3-n3nncc3C2)cc1	2%	-3%	1.0	-4	-20%	-26%	-11%	-11%	8%
C=C(C)[C@@]12OC3(c4ccccc4)O[C@@H]1C1[C@@H]4O[C@]4(CO)[C@@H](O)[C@]4(O)C(=O)C(C)=C[C@H]4[C@@]1(O3)[C@H](C)[C@H]2OC(=O)/C=C/C=C/c1ccccc1 (some centres not stated)	1%	-6%	7.1	-9	41%	-13%	-7%	-6%	?
Cc1ccc(-c2cc(-c3ccc(C)cc3)[n+](C)o2)cc1	5%	1%	-0.4	-10	.	16%	1%	4%	1%
CC[C@H]1CN(C)CCc2c([nH]c3ccccc23)C(=O)C[C@@H]1/C(=C\OC)C(=O)OC	-30%[inhibitor]	-13%	0.2	13	-30%	12%	-1%	4%	0%
CN1C(=O)C(=Cc2ccc(N3CCCCCC3)o2)C(=O)N(C)C1=S	-6%[9.22 µM]	11%	19	-23	-27%	-5%	62%[activator]	-47%	-7%
N[C@@H](Cc1c[nH]c2ccccc12)c1nnc(SCc2c(F)cccc2Cl)o1	23%	18%	-1.9	.	?	-12%	-12%	-10%	9%
COc1ccc2c(c1)c(C(=O)CN1CCC3(CC1)OCCO3)c(C)n2Cc1ccccc1	14%	1%	-1.0	-7	19%	-14%	-9%	6%	-4%
COc1ccc2c3c1OC1[C@H](O)CCC4[C@@H](C2)N(C)CC[C@]314 (some centres not stated)	-9%	-10%	0.0	6	-40%	-3%	-6%	4%	-8%
CCOC(=O)c1cccc(NC(=O)c2c(O)[nH]c(=O)[nH]c2=O)c1	-14%	-2%	0.7	3	-15%	-15%	-3%	-6%	-5%
COc1ccccc1NC1(C#N)CCCCC1	-10%	1%	0.0	1	-7%	-10%	-15%	4%	2%
C[C@@H]1CN([C@@H](C)CO)C(=O)CCCn2cc(nn2)CO[C@H]1CN(C)C(=O)Oc1ccc2ccccc2c1	7%	5%	2.9	5	0%	25%	-23%	1%	7%
CCCC1(CC(C)CC)C(=O)NC(=O)NC1=O (configuration not stated)	0%	3%	-0.3	-2	-10%	16%	6%	3%	-5%
CCOc1ccc(-c2cc(C)[n+](CCc3ccc(OC)c(OC)c3)c(-c3ccc(OCC)cc3)c2)cc1	-37%[inhibitor]	1%	-5.2	-5	30%	-8%	-5%	13%	-25%

Gathered by group: the compounds so far with a CF3 group (two)
SMILES	Abeta rescue	EPAC1 agonist	IL-2 act	PI5P4Ka inh	FUS yeast rescue	EPAC1 antag	PLK1 PBD inh	WRN helicase inh	aSyn yeast inh
C=CCn1c(O)c(C(CC)=Nc2cccc(C(F)(F)F)c2)c(=O)[nH]c1=O	13%	-4%	0.9	?	-1%	-23%	6%	-5%	7%
O=C1NCN(c2ccccc2)C12CCN(C(c1ccccc1OC(F)(F)F)c1nnnn1-c1ccc3c(c1)OCCO3)CC2 (configuration not stated)	8%	4%	-0.7	2	?	-4%	-3%	-10%	-1%

Carrying on.
SMILES	Abeta rescue	EPAC1 agonist	IL-2 act	PI5P4Ka inh	FUS yeast rescue	EPAC1 antag	PLK1 PBD inh	WRN helicase inh	aSyn yeast inh
O=C1c2ccccc2C(=O)N1SC1CCCCC1	-94%[inhibitor]	-2%	-1.1	1	15%	5%	1.9µM*	50µM*	-80%[inhibitor]
Cc1occc1C(=O)N1CCC2(CC1)OCCO2	13%	4%	-1.1	.	3%	7%	-27%	-4%	3%
CCCC(=O)c1cc(CP(=O)(OCC)OCC)oc1C	20%	11%	1.0	10	-17%	-3%	-25%	-4%	-5%
CCOC(=O)[C@]12Cc3ccccc3[C@H]1N(Cc1ccccc1)C(=O)c1cc(OC)ccc12	-25%	4%	-0.5	0	?	-24%	-28%	-11%	0%
COc1ccccc1N1CCN(Cc2ccc(Cl)cc2Cl)CC1	11%	20%	-2.4	.	-18%	-1%	-3%	-5%	13%
CCCCCCCCCCCCCCCC[N+](C)(C)C	-82%[inhibitor]	-1%	-0.8	-3	15%	-6%	-25%	-5%	-50%[inhibitor]

Screening results from PubChem.
